# POLH inh = DNA polymerase eta (human) inhibition | Q9Y253 | recombinant Pol eta, fluorescent DNA replication assay | Potency, µM (top dose mostly 114 µM), without a hit: at the top dose activity change, negative = inhibition, actives largely listed as inhibitors | 390,000 tested, 1.2% active | AID 588591; further: potency means the concentration at half of the fitted maximal effect; on the % scale 0 is the no-effect control and ±100 the full control effect
# Target sequence (Q9Y253 whole entry, looked up): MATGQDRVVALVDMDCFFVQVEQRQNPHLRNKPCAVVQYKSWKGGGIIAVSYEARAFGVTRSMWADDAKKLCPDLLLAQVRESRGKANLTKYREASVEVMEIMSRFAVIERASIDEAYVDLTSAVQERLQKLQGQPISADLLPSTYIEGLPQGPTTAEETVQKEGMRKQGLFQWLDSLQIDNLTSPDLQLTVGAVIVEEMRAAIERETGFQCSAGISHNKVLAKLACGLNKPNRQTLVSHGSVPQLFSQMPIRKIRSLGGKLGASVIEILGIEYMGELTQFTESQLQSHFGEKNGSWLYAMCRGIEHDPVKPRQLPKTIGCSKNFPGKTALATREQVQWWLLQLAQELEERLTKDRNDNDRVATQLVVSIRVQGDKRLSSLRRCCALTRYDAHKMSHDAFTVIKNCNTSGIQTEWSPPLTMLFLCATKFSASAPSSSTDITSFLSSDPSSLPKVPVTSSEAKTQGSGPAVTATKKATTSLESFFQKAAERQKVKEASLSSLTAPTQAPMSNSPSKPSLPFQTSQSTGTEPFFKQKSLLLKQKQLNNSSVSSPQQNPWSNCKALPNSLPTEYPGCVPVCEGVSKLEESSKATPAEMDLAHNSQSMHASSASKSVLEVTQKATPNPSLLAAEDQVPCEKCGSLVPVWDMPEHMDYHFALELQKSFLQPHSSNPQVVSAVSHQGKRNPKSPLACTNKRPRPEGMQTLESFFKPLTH
#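 Pol eta at 10 nM preincubated with compounds 15 min at room temperature; reaction started with fluorescent substrate (50 nM final) and read kinetically at 0 and 10 min.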
# Pol kappa inh = inhibitors of human DNA polymerase kappa; Q9UBT6; AID 588579; purified Pol kappa, fluorescent DNA synthesis assay, 10 min; 400,000 tested, 0.53% active; Potency, µM (top dose mostly 107 µM), for the others: at the top dose activity, negative = inhibition, usual class: inhibitors; further: potency means the concentration at half of the fitted maximal effect; on the % scale 0 is the no-effect control and ±100 the full control effect
#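 Inhibition of 10 nM Pol kappa is measured by a fluorescent read-out at 0 and 10 min following addition of 50 nM substrate (final), with a 15-min room-temperature compound preincubation.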
# RXFP1 antagonist = blocks the human relaxin receptor RXFP1 | 350,000 tested, 0.59% active | HEK293-RXFP1, relaxin-stimulated cAMP HTRF, 30 min; hits give low values | Q9HBX9 | activity change, negative = inhibition, % at 57.5 µM;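 active means activity change of -60% or lower, but not beyond a set lower limit; inconclusive means change between -60% and -40%, or beyond the set limit; inactive means change above -40%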; further: on the % scale 0 is the no-effect control and ±100 the full control effect
# Pol beta inh = blocks human DNA polymerase beta activity. P06746. Pol beta primer extension/strand displacement, fluorescence kinetic. Potency, µM (highest dose often 114 µM), without a hit: at the highest dose activity change, negative = inhibition, hits mostly inhibitors. 340,000 tested, 1.3% active. AID 485314; further: potency means the concentration at half of the fitted maximal effect; on the % scale 0 is the no-effect control and ±100 the full control effect
#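 Human Pol beta at 10 nM; strand-displacement substrate 50 nM final. Compound exposure 15 min at room temperature before start, reaction 10 min at room temperature.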
# POLI inh = DNA polymerase iota (human) inhibition; 390,000 tested, 1% active; Potency, µM (top dose mostly 115 µM), for the others: at the top dose activity, negative = inhibition, actives largely listed as inhibitors; Q9UNA4; Pol iota fluorescent replication assay, 10 min; further: potency means the concentration at half of the fitted maximal effect
#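 Fluorescent replication assay read twice, at 0 min and 10 min after adding 50 nM (final) substrate. Enzyme (10 nM) and compounds were first incubated 15 min at room temperature; enzyme-free buffer wells were negative controls.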
# BLM inh = Bloom syndrome helicase (human) inhibition; recombinant BLM DNA unwinding, fluorescence dequenching; Potency, µM (series often up to 56.1 µM), for the others: at the highest dose activity change, negative = inhibition, hits mostly inhibitors; 350,000 tested, 0.2% active; AID 2528;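 further: potency means the concentration at half of the fitted maximal effect; plate controls were vehicle for no effect and no enzyme for full effect; nearly all actives have a fitted effect of over 35% in size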
# Anesthetic bind = binds horse apoferritin like a general anesthetic; P02791; Potency, µM (top dose mostly 77.5 µM), for inactives: at the top dose activity change, negative = displacement, hits mostly inhibitors; apoferritin/1-aminoanthracene competitive binding, fluorescence; 350,000 tested, 0.074% active; further: potency means the concentration at half of the fitted maximal effect; on the % scale 0 is the no-effect control and ±100 the full control effect; nearly all actives have a fitted effect of over 20% in size
#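 Horse-spleen apoferritin (10 uM) in 50% saturated 1-aminoanthracene in PBS was incubated 10 min at room temperature with compound. Fluorescence (ex 380, em 535 nm) was normalized to free and bound 1-AMA, with concentration-response fitted by a four-parameter Hill equation.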
# APEX1 inh = inhibitors of human APE1 endonuclease. 350,000 tested, 0.35% active. recombinant APE1, TAMRA/BHQ-2 abasic DNA cleavage fluorescence. Potency, µM (top dose mostly 65.8 µM), for inactives: top-dose activity change, negative = inhibition, hits mostly inhibitors. P27695;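 further: potency means the concentration at half of the fitted maximal effect; plate controls were vehicle for no effect and reference inhibitor for full effect; nearly all actives have a fitted effect of over 55% in size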
# Target sequence (P27695 whole entry, looked up): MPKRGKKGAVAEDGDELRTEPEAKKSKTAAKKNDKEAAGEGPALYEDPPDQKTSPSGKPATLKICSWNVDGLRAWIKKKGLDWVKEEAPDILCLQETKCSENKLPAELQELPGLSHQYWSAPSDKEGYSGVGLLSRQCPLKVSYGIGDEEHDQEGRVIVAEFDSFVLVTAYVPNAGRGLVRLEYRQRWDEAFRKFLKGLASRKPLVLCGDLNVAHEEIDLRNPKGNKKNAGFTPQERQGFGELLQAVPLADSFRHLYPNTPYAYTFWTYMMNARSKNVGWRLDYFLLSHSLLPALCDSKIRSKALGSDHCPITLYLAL
#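 Kinetic fluorescence read (525 ex/598 em nm, three reads 60 s apart) of AP-site incision; signal = third minus first read. Enzyme 0.75 nM, dual-labelled THF duplex 50 nM, compound preincubation 15 min RT.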
# Tb PGK inh = inhibitors of T. brucei phosphoglycerate kinase. P07378. PGK/GAPDH coupled, Kinase-Glo luminescence, 60 min. Potency, µM (top dose mostly 57.5 µM), for inactives: at the highest dose activity change, negative = inhibition, hits mostly inhibitors. 380,000 tested, 0.043% active. AID 602233; further: potency means the concentration at half of the fitted maximal effect; on the % scale 0 is the no-effect control and ±100 the full control effect; nearly all actives have a fitted effect of over 60% in size
#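 Recombinant glycosomal PGK reaction used 1,3-bisphosphoglycerate generated in-well by GAPDH (100nM final) in 100mM TEA pH 7.6, 5mM MgCl2, 0.01% Tween-20. After 60 minutes at room temperature, ATP was read by Kinase-Glo Plus luminescence end-point.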
# An asterisk follows results filed as active; i = inactive; ? = inconclusive; / = not tested or not shown; [ ] = another dose, or the depositor's remark. Unless noted, the call rests on the fitted dose curve; in most records, active means well fitted curve in the direction sought with a large enough effect; inconclusive means small, poorly fitted or top-dose-only effect, or another doubt; inactive means no such curve, though single readings can be large; an effect the other way counts as inactive or inconclusive. Some of the compounds tested, so the mix of outcomes need not match the whole.
SMILES,POLH inh,Pol kappa inh,RXFP1 antagonist,Pol beta inh,POLI inh,BLM inh,Anesthetic bind,APEX1 inh,Tb PGK inh
COc1cc(-c2cn(S(=O)(=O)c3cccc4nsnc34)nc2N)cc(OC)c1OC,-16%,-7%,19,21%,28%,-9%,?,-1%,0%
O=C(NCCc1ccccc1)c1ccc(Br)o1,9%,0%,/,6%,-12%,-2%,-20%,-4%,i
COc1ccc(Cc2[nH]n3c(=O)c(Cl)c(C)nc3c2-c2ccccc2)cc1,-19%,1%,-30,-6%,13%,0%,-2%,?,-4%
CCCNC(=O)c1ccc(N2CCC3(CC2)CC(c2ccccc2)=NO3)c(NC(=O)c2cccc(C)c2)c1,-29%,-8%,/,-18%,?,-7%,-12%,51%[activator],-9%
O=C(Cn1c(=O)ccc2cc(S(=O)(=O)N3CCCC3)ccc21)Nc1ccc(Cl)cc1,-13%,-6%[60.1 µM],/,-17%,15%,-1%,0%,/,-2%
N/C(Cc1ccc(Cl)cc1)=N\OC(=O)c1ccc2ccccc2c1,-7%,-2%,-26,-6%,18%,-5%,?,0%,4%
O=C(O)/C=C/c1cccc(OCc2ccccc2)c1,-4%,-5%,5,4%,-6%,-7%,-5%,3%,-14%
CCCCOC(=O)c1ccc(NC(=O)/C(C#N)=C/c2ccc(-c3ccccc3)o2)cc1,2%,-16%,-8,-16%,-15%,-9%,4%,/,-3%
CCOC(=O)c1c(NC(=O)C2CC=CCC2C(=O)O)sc(C)c1CC (stereo not given),-17%,-3%,10,0%,23%,-1%,-7%,0%,i
O=C(Nc1ccc(C(=O)N2CCCCC2)cc1)c1ccccc1Cl,-19%,-3%,8,32%,15%,-2%,-22%,9%,-10%
Nc1nc(=S)c2ncn(C3CCCC3)c2[nH]1,-7%,-5%,-8,-12%,30%[activator],-7%,2%,1%,-5%
COc1ccc(N=Cc2ccc(-c3ccccc3)o2)cc1,-10%,-8%,-10,-13%,81%[activator],-5%,?,7%,i
CCN1CCN(c2nc3c(C)cccn3c(=O)c2/C=C(\C#N)C(=O)NC)CC1,3%,-18%,1,6%,130%[activator],4%,-6%,6%,0%
Cc1ccccc1C(=O)Nc1cccc(-c2cn3cccnc3n2)c1,-15%,-1%[60.1 µM],2,-17%,20%,-2%,73%[activator],/,i
CN(C(=O)c1cccc(NC(=O)C2CCN(C(=O)OC(C)(C)C)CC2)c1)C1CCC1,-17%,-5%,/,/,33%[activator],/,/,-1%,-2%
COc1ccc(/C=C2\SC(=O)N(CCNC(=O)C3CC4C=CC3C4)C2=O)cc1 (stereo not given),1%,-10%,3,0%,10%,-3%,?,-5%,-6%
Cc1c(C(=O)C(C)C)n(C)c2ccccc12,?,-17%,-2,-10%,4%,-1%,-11%,-1%,-1%
O=C(CSc1nncn1-c1ccccc1)N1CCCC1,6%,-10%,-6,26%,-4%,-1%,0%,-4%,3%
O=C(NCc1ccc2c(c1)OCO2)c1c(F)c(F)c(F)c(F)c1F,0%,-3%,1,33%,2%,0%,-6%,-3%,-9%
O=C(Cn1nnc(-c2ccc(Cl)cc2)n1)NC1CCN(Cc2ccccc2)CC1,4%,-10%,4,-7%,6%,-1%,-13%,-1%,-2%
CCOCCCn1c(=N)c(C(=O)NC(C)c2ccccc2)cc2c(=O)n3cccc(C)c3nc21 (stereo not given),-7%,-13%,/,-17%,-10%,-2%,310%[activator],/,1%
O=C(CSc1nnc(SCc2ccccc2Cl)s1)N/N=C/c1c[nH]c2ccccc12,?,-7%,2,4%,7%,-11%,7%,1%,-4%
O=S(=O)(Nc1cccc(-c2nnco2)c1)c1ccc(F)cc1F,5%,1%,3,-14%,18%,-5%,-2%,2%,8%
COCCCNC(=O)/C(C#N)=c1\s/c(=C\c2ccccc2OC(F)F)c(=O)n1CCCOC,-10%,-25%,-3,-11%,1%,2%,0%,2%,-11%
CN(C)CCCN(C(=O)c1ccc(S(=O)(=O)N2CCCCCC2)cc1)c1nc2c(F)cccc2s1,-1%,0%,-3,-8%,1%,-6%,?,-11%,4%
SMILES,POLH inh,Pol kappa inh,RXFP1 antagonist,Pol beta inh,POLI inh,BLM inh,Anesthetic bind,APEX1 inh,Tb PGK inh
COC(=O)C1NN=C(C(=O)c2ccc(Br)cc2)C1c1cccc(Br)c1 (stereo not given),-14%,-19%,-13,14%,25%,-6%,-19%,5%,-1%
OCCCc1nc2ccccc2[nH]1,-8%,-12%,-12,34%,4%,-8%,-6%,1%,0%
Cc1ccc(CN2CCSc3ccc(C(=O)NCCCN4CCOCC4)cc32)cc1,-22%,1%,-37,7%,5%,3%,68%[activator],7%,11%
CCOC(=O)c1cnc2c(C)cccc2c1Nc1cccc(C(=O)O)c1,30%,-6%,2,3%,-14%,7%,-1%,0%,1%
COCCOC(=O)C1=C(N)OC2=C(C(=O)CCC2)C1c1cccnc1 (stereo not given),0%,-17%,-4,-1%,12%,-3%,-4%,-1%,-2%
COc1cccc2cc(C(=O)N(C)C3CCN(C)CC3)c(=O)oc12,0%,-18%,0,0%,-5%,0%,-12%,2%,-1%
O=C(CSCC(=O)N1CCN(c2ccccc2)CC1)Nc1nc(-c2ccc(Cl)s2)cs1,-21%,-21%,-8,-6%,1%,2%,13%,-1%,-2%
Cc1ccc(S(=O)(=O)NCc2n[nH]c(=S)n2C)cc1,-1%,-8%,-4,22%,1%,-1%,-10%,-2%,-6%
COC(=O)c1cc2oc3ccccc3c2n1Cc1nc(-c2ccccc2C)oc1C,/,-10%,1,2%,26%,-6%,2%,/,/
O=C(Cc1ccccc1[N+](=O)[O-])NCC1(c2cccc3c2OCO3)OCCO1,-6%,-4%,2,/,3%,/,/,/,i
COc1ccc(/C=N/n2c(SC)nnc(C(C)(C)C)c2=O)cc1,-3%,-3%,-27,0%,-2%,-1%,-13%,1%,5%
CCOC(=O)c1c(C)oc2nc(C)nc(NCCc3ccc(SC)cc3)c12,-20%,-7%,-14,0%,-8%,-2%,0%,/,-3%
O=C(O)CC(NC(=O)C(F)(F)F)c1ccc2c(c1)OCO2 (stereo not given),7%,-7%,1,-10%,53%[activator],-2%,-3%,-2%,3%
Cc1cccc(N2CCN(C(=O)c3ccnn3C)CC2)c1C,-19%,1%,3,45%,1%,0%,-9%,-3%,-6%
CCC(C)[C@H](NC(=O)[C@H](Cc1ccccc1)n1c(=O)[nH]c2ccccc2c1=O)C(=O)NCC1CCC(C(=O)O)CC1 (stereo not given in full),-18%,-17%,/,3%,35%[activator],-1%,-5%,6%,2%
NS(=O)(=O)c1ccc(N/N=C/c2ccccc2Br)cc1,-4%,-10%,-5,27%,75%[activator],-10%,-3%,-4%,6%
CCc1ccc(NC(=O)COc2cccc(-n3cnnn3)c2)cc1,-2%,-2%,-4,14%,-8%,-2%,-12%,30%,3%
CC(=O)c1ccc(NC(=O)C(Cc2ccccc2)n2cccc2)cc1 (stereo not given),17%,9%,-31,-21%,-11%,-6%,-3%,4%,-12%
CC(C(=O)Nc1ncc([N+](=O)[O-])s1)N1C(=O)c2ccccc2S1(=O)=O (stereo not given),5%,-17%,-10,/,-4%,/,/,-3%,-6%
COc1ccc(NC2CCCN(C(=O)c3cccc(N(C)C)c3)C2)cc1 (stereo not given),-8%,-20%,-9,-25%,-9%,-1%,?,35%,-2%
Cc1ccc(N=Cc2cc(C)n(C3CCCC3)c2C)cc1,-16%,-7%,-1,12%,38%[activator],-4%,-24%,-2%,-9%
CC(C)(C)NC(=O)CSc1nc(N)c(-c2ccccc2)c(=O)[nH]1,0%,0%,-5,12%,46%[activator],2%,-1%,6%,5%
O=C(Nc1ccc(F)cc1)c1cc(S(=O)(=O)N2CCCCC2)cs1,-17%,-5%,8,27%,16%,-4%,?,-2%,-3%
COc1cccc(OCc2cc(C(=O)N(C)Cc3nc4ccccc4[nH]3)no2)c1,-25%,-8%,-12,-14%,67%[activator],-4%,-3%,49%[activator],-8%
O=C(CN1C(=O)c2ccccc2C1=O)NCc1ccccn1,3%,-5%,0,36%,-1%,-1%,-5%,-1%,0%

# 3 successive compounds from above, for reference:
SMILES,POLH inh,Pol kappa inh,RXFP1 antagonist,Pol beta inh,POLI inh,BLM inh,Anesthetic bind,APEX1 inh,Tb PGK inh
O=C(Nc1ccc(F)cc1)c1cc(S(=O)(=O)N2CCCCC2)cs1,-17%,-5%,8,27%,16%,-4%,?,-2%,-3%
COc1cccc(OCc2cc(C(=O)N(C)Cc3nc4ccccc4[nH]3)no2)c1,-25%,-8%,-12,-14%,67%[activator],-4%,-3%,49%[activator],-8%
O=C(CN1C(=O)c2ccccc2C1=O)NCc1ccccn1,3%,-5%,0,36%,-1%,-1%,-5%,-1%,0%

# Next part.
SMILES,POLH inh,Pol kappa inh,RXFP1 antagonist,Pol beta inh,POLI inh,BLM inh,Anesthetic bind,APEX1 inh,Tb PGK inh
CC(C)CC(=O)Nc1ccc(-c2cn3cccnc3n2)cc1,-2%,1%,6,-18%,-23%,0%,190%[activator],29%,0%
Cc1ccc(OCC(=O)N2CCc3ccccc3C2)c(C)c1,7%,-1%,3,-2%,137%[activator],-3%,?,-14%,-5%
O=C1Nc2ccccc2C1Cc1ccccn1 (stereo not given),-7%,-9%,-2,29%,-6%[58.9 µM],-8%,-5%,3%,i
COc1ccc2c(c1)CC(C(=O)NCCCN1CCN(c3cccc(Cl)c3)CC1)CO2 (stereo not given),-12%,-6%[60.1 µM],-12,3%,?,0%,-6%,/,9%
O=S(=O)(NCc1ccccc1)c1ccc(Cl)c(S(=O)(=O)NCc2ccccc2)c1,-18%,-3%,-7,-2%,13%,-9%,-18%,-5%,-3%
CC(C)COc1ccc(C(=O)Nc2onc3c2CCCC3)cc1,-21%,6%,-15,0%,15%,-2%,?,/,-1%
Cc1ccc2oc(=O)n(CCNC(=O)Nc3ccccc3Cl)c2c1,-1%,-5%,/,-15%,-15%,2%,14%,/,2%
COC(=O)CS(=O)(=O)c1nc2ccccc2nc1N1CCCCC1,-8%,-10%,/,-28%,-13%,-11%,-8%,/,i
COC(=O)/C=c1/sc2nc3ccccc3n2c1=O,-14%,-2%,12,-5%,?,1%,-18%,-11%,-3%
